FXIa inh 1536: factor XIa (human) inhibition; inhibition, % at 5 µM; P03951; purified FXIa, Boc-Glu-Ala-Arg-AMC fluorogenic substrate; hit rate 0.14% among 220,000;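 active = inhibition of at least 40%; inactive = inhibition below 40%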;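 also: fluorescence of freed AMC excited at 355 nm; 0% = enzyme without compound and 100% = no enzyme blank; many of its hits are not listed in these tables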
FXIIa inh 1536: factor XIIa (human) inhibition; P00748; purified FXIIa, Boc-QGR-AMC fluorogenic substrate, 2 h; inhibition, % at 5 µM; hit rate 0.3% among 220,000; AID 800; in the data active = inhibition above about 40%;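 also: 0% = enzyme with no compound and 100% = blank without enzyme; many of its hits are not listed in these tables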
Hck-Nef inh: human Hck-Nef kinase inhibition; P08631; Recombinant Hck-YEEI plus Nef, Z-Lyte FRET kinase assay; inhibition, % at 20 µM; hit rate 0.68% among 220,000;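 active = Hck-Nef kinase inhibition above about 50%, limit read from the data; inactive = inhibition below that limit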;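 also: 0% = DMSO with Hck plus Nef and 100% = Hck alone without Nef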
Target sequence (P08631 whole entry, looked up): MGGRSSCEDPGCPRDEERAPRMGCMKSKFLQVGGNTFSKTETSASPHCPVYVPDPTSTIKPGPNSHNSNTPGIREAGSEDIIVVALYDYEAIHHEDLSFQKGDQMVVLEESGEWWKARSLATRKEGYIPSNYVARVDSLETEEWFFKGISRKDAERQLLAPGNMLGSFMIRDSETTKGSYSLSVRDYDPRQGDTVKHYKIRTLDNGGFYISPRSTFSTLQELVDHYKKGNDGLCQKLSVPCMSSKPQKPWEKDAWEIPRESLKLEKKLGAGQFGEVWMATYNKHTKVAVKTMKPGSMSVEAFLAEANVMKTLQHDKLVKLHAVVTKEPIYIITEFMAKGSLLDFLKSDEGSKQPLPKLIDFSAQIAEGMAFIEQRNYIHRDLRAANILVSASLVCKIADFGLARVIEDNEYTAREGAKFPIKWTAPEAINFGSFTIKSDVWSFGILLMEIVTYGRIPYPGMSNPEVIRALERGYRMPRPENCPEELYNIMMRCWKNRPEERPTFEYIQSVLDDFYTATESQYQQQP
Rad51 HR inh: Rad51 (human) homologous recombination inhibition; hit rate 0.085% among 200,000; inhibition, % at 10 µM; Q06609; hRad51 DNA strand exchange, fluorescence dequenching;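 active = inhibition above 40% at the single screening dose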;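 also: 0% = DMSO control wells and 100% = blanks with heterologous ssDNA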
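System: hRad51 filaments on single-stranded DNA; reagent: Fluorescein- and BHQ1-tagged 47-mer duplex; compound dosing: one concentration, 10 µM final; timing: filaments 15 min 37 °C, then compound 30 min; measured by: fluorescein emission 520 nm, excitation 485 nm; benchmarks: per-plate controls and blanks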
Cl transport mod: KCC2 (human) Cl- transport modulation. B-score of Tl+ flux slope (higher = more flux/activation; lower = inhibition) at 10 µM. Q9H2X9. hit rate 2.2% among 190,000. KCC2 cells, thallium flux FluoZin-2 fluorescence;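 active = thallium flux slope and its plate-corrected score both differing from the plate sample mean at a set confidence after two filtering rounds, in either direction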;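 also: slope of fluorescence scaled to starting intensity during 10 to 20 s after thallium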
TNF necrop inh: blocks TNF-alpha induced death of Jurkat FADD-/- cells. hit rate 0.068% among 220,000. AID 463075. Jurkat FADD-/- TNF necroptosis rescue, ATP luminescence, 24 h; 0 = TNF only, 100 = no-TNF cells. activation (protection from cell death), % at 10 µM;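 active = activation, meaning protection from cell death, of at least 50% relative to plate controls; inactive = activation below 50%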;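 also: necroptosis triggered by 40 ng/mL TNF-alpha added together with compound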
thrombin 1536: thrombin (human) inhibition; P00734; alpha-thrombin, Boc-VPR-AMC fluorogenic substrate cleavage; inhibition, % at 5 µM; hit rate 0.26% among 220,000; AID 1046;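 active = inhibition at or above 40%; inactive = inhibition below 40%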;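 also: 0% = enzyme with no compound and 100% = wells without enzyme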
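System: Human alpha-thrombin protein | Medium: pH 7.5 Tris (50 mM) with NaCl 150 mM, Tween 20 0.05% | Times: Enzyme reaction carried out at room temperature | Detection: AMC fluorescence, 355/460 nm | Evaluation: Percent inhibition scaled between no-compound controls and no-enzyme blanks | Benchmarks: Enzyme without compound as high, wells lacking enzyme as low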
KLK5 inh: blocks human kallikrein 5 protease activity | Q9Y337 | hit rate 0.59% among 210,000 | recombinant hK5, fluorogenic AMC substrate cleavage | inhibition, % at 5 µM;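 active = inhibition of 40% or more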;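 also: 0% = enzyme controls without compound and 100% = no-enzyme blanks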
Target sequence (Q9Y337 67-293 limits assumed): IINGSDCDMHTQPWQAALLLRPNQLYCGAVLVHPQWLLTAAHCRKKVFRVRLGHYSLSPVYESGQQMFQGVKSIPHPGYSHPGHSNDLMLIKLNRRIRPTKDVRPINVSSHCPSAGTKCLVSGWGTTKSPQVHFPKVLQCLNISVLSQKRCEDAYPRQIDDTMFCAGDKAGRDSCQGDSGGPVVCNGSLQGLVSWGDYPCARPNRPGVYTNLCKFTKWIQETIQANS
zVAD death inh: L929 zVAD cell death inhibition; L929 zVAD necroptosis rescue, ATP luminescence, 24 h; with zVAD 60 µM; viability rescue, % at 10 µM; hit rate 0.38% among 220,000;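 active = activation, scaled between plate controls, above about 75%, limit read from the data; inactive = activation under that limit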;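 also: 0% = zVAD with DMSO and 100% = DMSO alone without zVAD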
The depositor's hits bear a star; . = not tested or not shown. Not all compounds are listed (hit frequency here may not be typical).

Order of values: thrombin 1536	KLK5 inh	FXIa inh 1536	Cl transport mod	Rad51 HR inh	TNF necrop inh	zVAD death inh	Hck-Nef inh	FXIIa inh 1536
CCCCSc1ccc2nc(-c3ccc(C#N)cc3)cn2c1
→ 0	-37	1	-1.2	-4	-5.0	0.0	1	13
COc1cccc(N2CCN(C(=O)c3ccc4nc(N5CCC(C)CC5)sc4c3)CC2)c1
→ -5	-2	-1	0.11	1	-2.2	3.0	21	7
Cc1cc(C)c2c(=O)[nH]n(C3CCOC(C)(C)C3)c2n1 (stereo not drawn)
→ -10	-31	-8	-0.44	0	0.6	1.6	3	4
Cc1c(NC(=S)NC(=O)c2ccco2)c(=O)n(-c2ccccc2)n1C
→ -3	-11	-1	0.023	.	1.3	0.7	3	4
Cc1cc(C)n(-c2nc(NCCN(C)C)c3c4c(sc3n2)COC(C)(C)C4)n1
→ -8	-2	10	1.8	.	-6.3	0.3	14	2
CCCn1c(NCc2ccc(C)o2)nc2ccccc21
→ 1	-2	0	-0.057	4	1.6	-0.2	1	9
CCOc1ccc2nc(NCCNC(=O)C(C)(C)C)c(C)cc2c1
→ -5	0	2	0.64	9	2.7	0.4	14	5
CCc1nnc(NC(=O)CSc2nnc(Cc3cc(=O)[nH]c(=O)[nH]3)n2-c2cccc(OC)c2)s1
→ -6	-12	1	0.39	-6	1.8	0.4	12	4
CC(C)CCn1c(N2CCOCC2)nc2c1c(=O)n(CC(N)=O)c(=O)n2C
→ 3	-14	6	-0.12	-5	1.6	0.9	-1	1
COc1ccc(C(=O)c2cc([N+](=O)[O-])ccc2N2CCCC2)cc1
→ -8	-7	-6	-0.61	2	-1.8	-0.3	1	-7
Cc1ccc(Nc2nc(C(=O)N3CCC(C(=O)NC(C)C)CC3)cs2)cc1
→ -1	-1	-1	-0.23	-15	0.3	0.5	5	11
Cc1ccc(C)c(S(=O)(=O)NC(C)C(=O)Nc2ccc(-c3nc4ccccc4s3)cc2)c1 (stereo not drawn)
→ -4	-18	-30	4.8*	-10	-1.7	0.0	1	0
Cc1ccc(C2C3CN(C(C)C)CC=C3C(C#N)=C(N)C2(C#N)C#N)cc1 (stereo not drawn)
→ 3	-9	4	.	.	.	.	.	12
CCOC(=O)c1sc(NC(=O)CSc2nnc(Cc3ccccc3)o2)c(C(=O)OCC)c1C
→ 12	74*	9	-1.1	0	0.0	-1.2	0	22
CN(Cc1cccc2ccccc12)C(=O)c1cc(COc2c(F)cccc2F)on1
→ -1	.	-1	.	.	0.5	0.7	4	8
Cn1c(=O)c2c(nc(NCCc3ccccc3)n2Cc2ccc(F)cc2)n(C)c1=O
→ -5	-15	6	-0.52	1	-3.7	1.5	0	11
O=C(/C=C/c1ccc(F)cc1)Nc1cc(S(=O)(=O)N2CCOCC2)ccc1N1CCCC1
→ -7	-8	3	-0.26	-6	1.6	1.3	0	7
CCCc1nnc(SCC(=O)N2CCCCC2)n1CC1CCCO1 (stereo not drawn)
→ 17	57*	0	-0.037	6	-1.0	0.2	0	21
Cc1ccccc1C(=O)Nc1ccccc1-n1cccc1
→ 2	-10	5	-0.07	6	1.0	-0.6	-1	15
COc1ccc(OC)c(-c2cc(C(=O)N3CCN(c4ncccn4)CC3)c3ccccc3n2)c1
→ 4	3	-2	-0.14	3	-8.8	0.8	2	0
N#CC(c1ccccc1)c1ccc(C(=O)c2ccc(F)cc2)cc1 (stereo not drawn)
→ 1	-7	4	-1.9	-1	-1.9	-0.4	-1	11
N#Cc1c(-c2ccco2)nc(SCC(=O)Nc2cccc(Cl)c2)[nH]c1=O
→ -9	-6	-1	-2.6	-8	-1.1	0.3	56*	3
Cc1nc(NC(=S)NC(=O)COc2ccc(Cl)cc2)ccc1Br
→ 22	15	4	0.51	-6	-0.5	-0.4	0	-2
COC(=O)CCC(=O)NNC(=O)CCCOc1ccc(Cl)cc1Cl
→ -4	5	-7	-0.92	-2	4.3	0.0	0	-13
CCC(C)NC(=O)C(=O)NCc1ccncc1 (stereo not drawn)
→ -3	2	-8	0.29	3	-0.3	-0.1	-1	5
COC(=O)c1ccc(S(=O)(=O)N2CCCN(Cc3ccccc3)CC2)n1C
→ 0	2	0	-0.24	27	-0.7	-0.7	16	4
Cc1ccc(Cl)cc1N1CCN(c2cccc[n+]2C)CC1
→ -10	-20	-3	0.86	2	2.0	0.4	3	-1
CCOC(=O)C1CCN(C(=O)c2cccc(NC(=O)C(CC)CC)c2)CC1
→ -2	1	4	-0.31	8	-0.2	-0.5	1	11
CC(=O)/C(=N/Nc1cccc(C)c1)N1CCOCC1
→ 1	5	1	-0.37	.	-1.5	-0.8	1	14
COc1cc(/C=C(\NC(=O)c2ccccc2)C(=O)NCC(=O)O)c([N+](=O)[O-])cc1OC
→ -10	-4	-15	0.032	-5	2.0	-0.1	0	3
CS(=O)(=O)c1ccc2nc(NC(=O)Cc3ccccc3)sc2c1
→ 4	2	3	0.33	.	8.0	76*	2	10
COCC(=O)N/N=C/c1c(C)[nH]n(-c2ccccc2)c1=O
→ -5	.	1	-0.52	.	-0.6	0.4	5	11
CCOc1ccccc1C(=O)N(Cc1ccco1)C1CCS(=O)(=O)C1 (stereo not drawn)
→ -2	3	1	.	-4	-0.5	-0.7	0	1
Cc1ccc(NC(=O)c2ccc(COc3ccc4c(c3)CCC4)cc2)c(C)c1
→ -10	-3	-1	-0.26	-7	0.7	1.2	1	5
CCCCc1ccc(NC(=O)c2ccc(NS(C)(=O)=O)cc2)cc1
→ -3	-9	-8	-0.045	8	2.4	63	-1	10
O=C(CSc1nc2ccccc2c(=O)n1NC(=O)Cc1ccccc1)NCc1ccccc1
→ -13	6	2	-1.3	1	1.2	0.6	0	-13
COC(=O)c1ccc(CSC2=NCCS2)cc1
→ -6	-15	7	-0.006	15	11	1.6	5	8
COc1ccc(/C=N/NC(=O)C2C(C=C(Cl)Cl)C2(C)C)c(OC)c1 (stereo not drawn)
→ -2	-13	-2	0.63	14	0.1	8.2	20	5
O=C(Nn1cc(C(=O)N2CCN(c3ccccc3F)CC2)c2ccccc2c1=O)c1cnccn1
→ 2	-18	2	.	.	-0.5	1.1	2	8
Nc1ccc(C(=O)OCc2ccncc2)cc1[N+](=O)[O-]
→ 3	0	3	-1.1	8	-0.7	3.0	23	10
COCCCNCCCOc1ccc(Cl)cc1C(C)(C)C
→ -4	-16	6	0.036	0	4.1	0.3	1	15
COc1ccc(-c2nnc3ccc(SCC(=O)Nc4nc5ccc(C)cc5s4)nn23)cc1OC
→ -2	-3	23	-1	-9	5.3	1.6	8	24
Cc1cccc(NC(=O)CSc2nnc(CN3CCOCC3)n2C)c1C
→ -1	-3	0	1.2	15	-0.2	-0.4	-13	5
O=C(Nc1ccccc1)N1CCCC(c2nc(-c3cccs3)no2)C1 (stereo not drawn)
→ 1	3	-2	-0.63	-1	0.4	4.1	-1	0
COCC(C)NCc1cccc(OC)c1OC (stereo not drawn)
→ 3	-30	6	0.42	-3	-0.7	1.7	1	17
O=C(OCC(=O)N1CCN(C(=O)COC(=O)c2ccncc2)CC1)c1ccncc1
→ 0	6	-7	0.43	0	-2.3	-0.5	1	-6
CC(=O)[C@@]1(O)CC[C@H]2[C@@H]3CCC4=CC(=O)CC[C@]4(C)[C@H]3CC[C@@]21C
→ -2	-8	-1	0.61	-5	0.4	3.8	1	6
CCOC(=O)NC(C)N1C(=O)C2C3C=CC(C3)C2C1=O (stereo not drawn)
→ -11	-7	1	-0.0028	3	0.2	3.6	22	9
Cc1cccc2cc3c(N)c(C(=O)N4CCCc5ccccc54)sc3nc12
→ -1	-15	6	-0.22	-124	-4.5	0.6	1	17
COc1cc([N+](=O)[O-])cc(/C=N/NC(=O)C(C)Nc2cccc3ccccc23)c1O (stereo not drawn)
→ 1	-10	9	-1.5	-3	-3.2	1.3	41	2

Going on with the list:
Order of values: thrombin 1536	KLK5 inh	FXIa inh 1536	Cl transport mod	Rad51 HR inh	TNF necrop inh	zVAD death inh	Hck-Nef inh	FXIIa inh 1536
CC(c1nnc(Sc2nnnn2-c2ccccc2)n1-c1ccc(F)cc1)N(C)C (stereo not drawn)
→ -7	-2	-5	0.44	-2	-5.1	-0.4	-1	7
C=C(C)C(=O)Nc1ccc2c(c1)OCCOCCOCCO2
→ -22	5	3	0.3	.	0.5	0.6	26	11
COc1cc(/C=C(\C#N)C(=O)NCC2CCCO2)ccc1OCC(=O)O (stereo not drawn)
→ -1	.	0	1.8	.	-0.3	0.0	0	6
O=C1SCC(c2ccccc2)=NN1Cc1ccccc1
→ 28	26	13	-1.1	-10	1.5	0.2	-1	11
CC(=O)/C(=N/Nc1ccccc1)N1CCOCC1
→ -3	-3	-5	-0.46	3	-2.2	-0.3	3	2
Cc1ccc(NC(=O)NC2=NN(c3ccccc3)C(=O)/C2=C2/CCCN2C)cc1
→ -8	-5	-8	-0.035	4	0.3	11	11	1
C=CCNc1cnn(CC(C)=O)c(=O)c1Br
→ 0	2	-3	.	7	-1.0	0.3	0	-7
COc1ccc2nc(SCCOC(=O)Nc3ccc(Cl)cc3)nc(C)c2c1
→ 0	-4	11	0.0059	0	-0.4	0.8	0	6
CCCCNC(=O)CSc1nc2ccc(N3CCOCC3)cc2c(=O)n1CCc1ccccc1
→ 2	-7	7	2.2	-10	1.0	0.5	4	0

A section from the list above, as a working copy:
Order of values: thrombin 1536	KLK5 inh	FXIa inh 1536	Cl transport mod	Rad51 HR inh	TNF necrop inh	zVAD death inh	Hck-Nef inh	FXIIa inh 1536
C=CCNc1cnn(CC(C)=O)c(=O)c1Br
→ 0	2	-3	.	7	-1.0	0.3	0	-7
COc1ccc2nc(SCCOC(=O)Nc3ccc(Cl)cc3)nc(C)c2c1
→ 0	-4	11	0.0059	0	-0.4	0.8	0	6

Assay outcomes: PubChem BioAssay, several laboratories
